# PI5P4K alpha inh = inhibitors of human PI5P4K alpha; P48426; 1.2% of 330,000 active; max response, %; AID 652105; PI5P4Kalpha enzyme, ADP-Glo luminescence, 60 min; stronger effect = lower value; active = max response of -50% or lower; inconclusive = between -30% and -50%; inactive = -30% or higher; also: value at the top dose of about 77 µM; % is scaled to controls: 0 for no effect and ±100 for the full control effect
#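 Compounds were pin-transferred onto PI5P4Kalpha and substrate in HEPES pH 7.4 buffer with EGTA, CHAPS and 5% DMSO. ATP (5 microM final) started the reaction, which ran 60 minutes at room temperature before ADP-Glo detection.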
# EPAC1 antag = EPAC1 (human) antagonism; O95398; EPAC1 GEF assay, Rap1b-BODIPY-GDP exchange fluorescence; Potency, µM (series often up to 115 µM), for inactives: at the top dose activity change, negative = inhibition, usual class: inhibitors; 0.14% of 360,000 active;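 also: potency is read from the fitted curve at half-maximal effect; plate controls were vehicle for no effect and positive control for full effect; nearly all actives have a fitted effect of over 50% in size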
# Target sequence (O95398 whole entry, looked up): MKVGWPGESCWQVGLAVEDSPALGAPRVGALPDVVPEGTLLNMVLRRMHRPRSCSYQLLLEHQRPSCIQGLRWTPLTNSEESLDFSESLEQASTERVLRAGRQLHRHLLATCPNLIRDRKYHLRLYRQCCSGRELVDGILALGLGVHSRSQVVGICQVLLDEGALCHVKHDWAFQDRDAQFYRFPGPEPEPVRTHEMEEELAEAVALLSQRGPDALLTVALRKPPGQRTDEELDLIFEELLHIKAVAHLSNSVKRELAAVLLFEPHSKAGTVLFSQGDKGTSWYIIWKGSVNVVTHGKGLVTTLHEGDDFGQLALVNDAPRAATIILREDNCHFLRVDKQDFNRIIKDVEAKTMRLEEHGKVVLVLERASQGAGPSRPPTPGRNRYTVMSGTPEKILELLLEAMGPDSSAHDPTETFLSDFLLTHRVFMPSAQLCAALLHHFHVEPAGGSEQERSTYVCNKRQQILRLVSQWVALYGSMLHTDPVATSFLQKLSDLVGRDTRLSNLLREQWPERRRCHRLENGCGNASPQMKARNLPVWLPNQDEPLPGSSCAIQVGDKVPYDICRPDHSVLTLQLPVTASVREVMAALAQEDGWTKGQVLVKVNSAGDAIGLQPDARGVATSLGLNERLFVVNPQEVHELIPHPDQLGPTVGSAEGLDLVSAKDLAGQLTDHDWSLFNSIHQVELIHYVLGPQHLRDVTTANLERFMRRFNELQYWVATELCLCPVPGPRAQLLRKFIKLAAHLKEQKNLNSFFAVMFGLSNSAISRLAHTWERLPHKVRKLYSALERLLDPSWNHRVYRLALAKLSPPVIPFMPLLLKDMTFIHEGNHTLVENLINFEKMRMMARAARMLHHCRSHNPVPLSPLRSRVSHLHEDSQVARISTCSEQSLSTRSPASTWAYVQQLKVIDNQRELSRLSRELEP
# IL2 activator = activators of IL-2; IL-2 activation reporter assay, cell-based qHTS; stimulated with anti-CD3/CD4/CD28 beads; in transgenic mouse T cells; activation, % (series mostly up to about 46 µM); 0.065% of 360,000 active; AID 652025; in the data active = activation above about 50%; inconclusive = mostly about 30% to 49%; also: 0% is about no effect
#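 Using fluorescent plate cytometry, EGFP and DsRed are detected in transgenic mouse T cells stimulated 18 h at 37 degrees C with antibody-coated beads after 60 min compound pretreatment.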
# EPAC1 agonist = EPAC1 (human) agonism; 0.073% of 360,000 active; O95398; Potency, µM (titrated, usually from 154 µM), inactives show at the top dose activation, hits mostly activators; EPAC1 agonist qHTS, biochemical assay; response scale: 100% = response to 6.5 mM cAMP; also: potency is read from the fitted curve at half-maximal effect; nearly all actives have a fitted effect of over 60% in size
#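 Multi-concentration qHTS readout: loss of Rap1B-bound BODIPY-GDP fluorescence driven by 100 nM EPAC1 with excess GDP (50 uM), monitored kinetically at room temperature; agonist response expressed relative to 6.5 mM cAMP.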
# aSyn yeast inh = alpha-synuclein toxicity inhibition in yeast. Yeast expressing alpha-synuclein, growth rescue, BacTiter-Glo, 24 h. Potency, µM (top dose mostly 46.1 µM), for the others: at the top dose growth rescue (activation), most hits filed as activators. 0.14% of 370,000 active. AID 652106; also: potency is read from the fitted curve at half-maximal effect; % of control where 0% means no effect; nearly all actives have a fitted effect of over 65% in size
#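 Screening used galactose-induced yeast with toxic alpha-synuclein levels, exposed to compound for 24 hr at 30 deg C. Cell growth, read with BacTiter-Glo luminescence, gave the measured signal.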
# FUS yeast rescue = rescues growth of FUS-expressing yeast; Potency, µM (series often up to 76.6 µM), inactives show at the top dose growth rescue (activation), actives largely listed as activators; 0.24% of 390,000 active; AID 1347120; S. cerevisiae FUS-expressing, growth rescue, OD600, 24 h;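 also: potency is read from the fitted curve at half-maximal effect; plate controls were DMSO vehicle for no effect and reference control for full effect; nearly all actives have a fitted effect of over 55% in size; some results filed as inactive show a strong effect at the top dose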
#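 Yeast FUS proteinopathy model; galactose-induced FUS (2%), starting OD 0.005. Cpds in dilution series, 24hr, 30C, 99% humidity. Abs 600 nm growth. Pos ctrl CP55940 (top 92uM final); neg ctrl DMSO.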
# PLK1 PBD block = PLK1 (human) polo-box domain binding inhibition; P53350; Plk1 PBD binding of FITC phosphopeptide, fluorescence polarization; Potency, µM, for inactives: max response, negative = inhibition, most hits filed as inhibitors; 2.8% of 360,000 active; also: potency is read from the fitted curve at half-maximal effect; series mostly up to about 57 µM; % is scaled to controls: 0 for no effect and ±100 for the full control effect; nearly all actives have a fitted effect of over 65% in size
# WRN helicase inh = WRN helicase (human) inhibition; Q14191; WRN helicase unwinding, fluorescent forked duplex, kinetic; Potency, µM (doses to about 114 µM), inactives show at the highest dose activity change, negative = inhibition, most hits filed as inhibitors; 0.46% of 360,000 active; also: potency is read from the fitted curve at half-maximal effect; % is scaled to controls: 0 for no effect and ±100 for the full control effect; nearly all actives have a fitted effect of over 55% in size
#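 Fluorescence dequenching readout, ex 525 nm/em 598 nm, kinetic mode: forked duplex DNA (100 nM final) with adjacent fluorophore and quencher unwound by WRN (20 nM final) with 2 mM ATP. Compound preincubation 15 min, room temperature.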
# Abeta yeast res = restores growth of yeast expressing A-beta42 peptide | yeast expressing A-beta42, growth rescue, OD600, 48 h; response scale: 0% DMSO, 100% iron-clioquinol control | Potency, µM (series often up to 46.1 µM), inactives show at the highest dose growth rescue, usual class: activators | 0.063% of 410,000 active | AID 1347071; also: potency is read from the fitted curve at half-maximal effect; nearly all actives have a fitted effect of over 55% in size
#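 Yeast A-beta toxicity model in growth medium with pinned compounds, 48 h at 30 C; growth read as absorbance at 600 nm. Normalized to FeCl3/clioquinol equimolar mix (positive) and DMSO (negative).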
# * = called active by the depositor; ? = inconclusive; nt = not tested or not shown; [ ] = dose if it differs, or a comment. Unless noted, calls follow the shape of the dose curve; as a rule, active = well fitted curve in the direction sought with a large enough effect; inconclusive = small, poorly fitted or top-dose-only effect, or another doubt; inactive = no such curve, though single readings can be large; an effect the other way counts as inactive or inconclusive.
No.	SMILES	PI5P4K alpha inh	EPAC1 antag	IL2 activator	EPAC1 agonist	aSyn yeast inh
1	Cc1ccc2c(c1)N(Cc1cccc(F)c1)C(=O)C(C)O2 (configuration not stated)	10	-9%	-0.1	-4%	11%
2	CCCc1n(CC)c2ccccc2[n+]1CC(O)COC1CCCCC1 (configuration not stated)	9	-20%	-1.2	11%	2%
3	CC(C)OC(=O)C1C(=O)CC(C)(O)C(C(=O)OC(C)C)C1c1cccc([N+](=O)[O-])c1 (configuration not stated)	7	-5%	2.2	4%	0%
4	C=CCOc1c2ccc(C(=O)NCc3ccc(OC)cc3)cc2nn1C	-4	3%	0.7	13%	1%
5	CCOC(=O)CN1CC23C=CC(O2)C(C(=O)N2CCN(c4ccc(F)cc4)CC2)C3C1=O (configuration not stated)	3	5%	-2.6	-5%	2%
6	O=c1[nH]c2ccc(NCc3ccc(F)cc3)cc2[nH]1	8	2%	0.6	13%	-9%
7	COC(=O)CCC(=O)NS(=O)(=O)c1ccc(N=NN2CCOCC2)cc1	-7	8%	0.3	-5%	0%
8	CCOC(=O)C1CCN(c2nc3ccccc3n2CC(=O)c2ccccc2)CC1	1	-17%	-1.0	-1%	-3%
9	CSc1cccc(CN2CCN(CCc3ccccc3)C(CCO)C2)c1 (configuration not stated)	-1	-2%	-5.2	3%	-1%
10	COC(=O)c1noc(C)c1-c1ccnn1C(=O)c1ccc(Cl)cc1	-5	-8%	1.1	-13%	?

No.	FUS yeast rescue	PLK1 PBD block	WRN helicase inh	Abeta yeast res
1	11%	4%	6%	8%
2	3%	-4%	-22%	-16%
3	11%	-8%	1%	-3%
4	-8%	-2%	-7%	5%
5	-10%	-9%	7%	1%
6	-10%	-8%	-4%	-10%
7	-19%	0%	1%	-28%
8	12%	7%	-6%	1%
9	nt	3%	0%	6%
10	17%	0%	10%	-12%

# Next section, overlapping the part above by five compounds.
No.	SMILES	PI5P4K alpha inh	EPAC1 antag	IL2 activator	EPAC1 agonist	aSyn yeast inh
6	O=c1[nH]c2ccc(NCc3ccc(F)cc3)cc2[nH]1	8	2%	0.6	13%	-9%
7	COC(=O)CCC(=O)NS(=O)(=O)c1ccc(N=NN2CCOCC2)cc1	-7	8%	0.3	-5%	0%
8	CCOC(=O)C1CCN(c2nc3ccccc3n2CC(=O)c2ccccc2)CC1	1	-17%	-1.0	-1%	-3%
9	CSc1cccc(CN2CCN(CCc3ccccc3)C(CCO)C2)c1 (configuration not stated)	-1	-2%	-5.2	3%	-1%
10	COC(=O)c1noc(C)c1-c1ccnn1C(=O)c1ccc(Cl)cc1	-5	-8%	1.1	-13%	?
11	CCCN(CCC)Cc1c(C(=O)N/N=C/C(C)=C\c2ccccc2)nnn1-c1nonc1N	2	-1%	-0.7	-8%	7%
12	CC1=N/C(=C\c2ccc([N+](=O)[O-])cc2)C(=O)N1c1ccc(Br)c(C)c1	nt	-22%	3.0	7%	-2%
13	Cc1ccc(NS(=O)(=O)c2ccccc2F)cc1S(=O)(=O)N1CCCCC1	-7	1%	-0.2	2%	5%
14	Cc1noc(C)c1S(=O)(=O)N(C)C[C@H]1Oc2c(NC(=O)Nc3ccc4c(c3)OCO4)cccc2C(=O)N([C@H](C)CO)C[C@@H]1C	-1	-10%	-0.2	6%	2%
15	N#Cc1nc(-c2ccc(Cl)cc2)oc1NCCc1ccccn1	-9	4%	-0.8	8%	2%
16	S=C(Nc1ccc2c(c1)OCO2)N1CCCC1	-12	5%	-1.9	-6%	2%
17	CN(C)S(=O)(=O)c1ccc(N2CCCC2)c(C(=O)NCC2CCCCC2)c1	1	-16%	8.6	-21%	-5%
18	Cc1cc(Nc2ccc(F)cc2Cl)n2ncnc2n1	1	-14%	-1.1	1%	1%
19	CC(C)C[C@H]1CN([C@@H](Cc2ccc(O)cc2)CN2CCC[C@H]2CN2C(=O)C(=O)NC[C@@H]2Cc2ccc(O)cc2)C(=O)C(=O)N1CCc1ccccc1	-3	-6%	0.4	-2%	-2%
20	Nc1ccc(C(=O)OCC(=O)Nc2cccc(S(=O)(=O)NC3=NCCCCC3)c2)cc1[N+](=O)[O-]	-7	-10%	-0.2	0%	-1%

No.	FUS yeast rescue	PLK1 PBD block	WRN helicase inh	Abeta yeast res
6	-10%	-8%	-4%	-10%
7	-19%	0%	1%	-28%
8	12%	7%	-6%	1%
9	nt	3%	0%	6%
10	17%	0%	10%	-12%
11	19%	-2%	-8%	4%
12	18%	-3%	-10%	-21%
13	20%	-6%	-6%	-2%
14	?	-15%	5%	-7%
15	11%	-7%	5%	1%
16	12%	-8%	6%	6%
17	-12%	-3%	-5%	-4%
18	-18%	-5%	-1%	13%
19	17%	2%	-4%	-1%
20	17%	1%	-20%	8%

# (cont.)
No.	SMILES	PI5P4K alpha inh	EPAC1 antag	IL2 activator	EPAC1 agonist	aSyn yeast inh
21	[O-]C(=C(C(=S)Nc1cccc2ccccc12)[n+]1ccccc1)c1ccc2c(c1)OCCO2	-15	3%	0.6	0%	1%
22	COc1cccc(NC(=O)NC2CCN(Cc3nnnn3Cc3ccc(F)cc3)CC2)c1	nt	-5%	0.3	7%	2%
23	Cc1cc2nc(-c3ccccc3)c(Cc3cccc(Cl)c3)n2c(C)c1Br	-8	-12%	-1.1	10%	13%
24	S=C1N(c2ccccc2)C(c2ccc(Br)cc2)N2CCCN12 (configuration not stated)	-1	?	0.2	13%	20%
25	CNC(=S)N(CCCn1ccnc1)Cc1c(F)cccc1Cl	-2	?	-4.0	10%	0%
26	Cc1nnc(SCC(=O)N(C)C2CCCCC2)n1C	4	13%	-1.8	12%	1%
27	CN(C)C(=O)N1CCc2ccc([N+](=O)[O-])cc21	4	6%	-1.2	1%	2%
28	CCOc1ccc(S(=O)(=O)NCCCn2ccnc2)cc1NC(C)=O	1	7%	-2.4	-2%	-9%
29	COc1ccc(S(=O)(=O)NCc2ccc(F)cc2)cc1OC	1	-7%	-1.1	-4%	4%
30	Cc1nc2nc(C)c(CCC(=O)Nc3ccc4c(c3)OCO4)c(C)n2n1	nt	10%	-2.2	0%	-15%

No.	FUS yeast rescue	PLK1 PBD block	WRN helicase inh	Abeta yeast res
21	?	?	5%	7%
22	4%	-2%	2%	14%
23	37%	-18%	-2%	-11%
24	14%	-10%	-34%	19%
25	-4%	-12%	-14%	-3%
26	nt	3%	8%	-22%
27	-29%	-19%	0%	7%
28	15%	-5%	1%	6%
29	-4%	4%	0%	4%
30	13%	-4%	9%	-15%

# Remaining list, next part
No.	SMILES	PI5P4K alpha inh	EPAC1 antag	IL2 activator	EPAC1 agonist	aSyn yeast inh
31	COc1ccc(OC)c(C2C(C#N)=C(N)Oc3cc(N)ccc32)c1 (configuration not stated)	-9	2%	-4.5	5%	1%
32	O=C1C(=O)N(Cc2ccco2)C(c2cccc(Cl)c2)/C1=C(\O)c1ccc2c(c1)OCCO2 (configuration not stated)	-3	-8%	0.2	-7%	14%
33	Cc1noc(C)c1CSc1nnc(-c2cc(Cl)ccc2Cl)n1N	-7	13%	-1.5	2%	-4%
34	COc1ccccc1-c1sc2cc3c(cc2c1-c1ccc(O)cc1)OCO3	-2	-18%	11	2%	-48%[inhibitor]
35	Cc1cccc(C2c3[nH]c4ccccc4c3CCN2C(=O)Cc2n[nH]c(C)n2)n1 (configuration not stated)	-2	-5%	0.4	-5%	-4%
36	CN(C)CCNC(=O)Cc1ccc([N+](=O)[O-])cc1	-4	-15%	-0.3	3%	-2%
37	CN(C1=NS(=O)(=O)c2ccccc21)c1ccc(OC(=O)c2ccncc2)cc1	6	3%	0.3	6%	1%
38	O=C(CSc1nnc2ccccn12)Nc1ccc(N2CCOCC2)cc1	-3	2%	0.1	-3%	-5%
39	COc1ccc(C(=O)n2nc(C)cc2Nc2ccccc2)cc1	24	-20%	-0.1	9%	-18%
40	FC(F)(F)c1cc(C(F)(F)F)n2nc(-c3sccc3-n3cccc3)cc2n1	nt	-3%	-0.3	-3%	-16%

No.	FUS yeast rescue	PLK1 PBD block	WRN helicase inh	Abeta yeast res
31	?	-3%	-3%	-10%
32	43%	-22%	-17%	-31%[inhibitor]
33	20%	-14%	2%	0%
34	32%	-3%	-9%	-76%[inhibitor]
35	10%	-12%	-8%	-9%
36	nt	-5%	4%	11%
37	-41%	-9%	-2%	0%
38	-3%	-13%	1%	-13%
39	9%	-1%	-6%	-4%
40	5%	1%	-7%	-7%

# (next part)
No.	SMILES	PI5P4K alpha inh	EPAC1 antag	IL2 activator	EPAC1 agonist	aSyn yeast inh
41	COc1ccc2nc(SC)cc(C)c2c1	-9	-15%	-1.6	10%	-1%
42	Cc1occc(=O)c1OC(=O)Nc1ccc(Cl)c(Cl)c1	-3	5%	-0.4	13%	-11%
43	Cn1cnc2c1c(=O)n(Cc1ccc(F)cc1Cl)c(=O)n2C	-1	10%	-1.5	-4%	0%
44	CCc1noc(C)c1C(=O)N1CCN(S(=O)(=O)c2cccc(C(F)(F)F)c2)CC1	4	-17%	2.4	5%	8%
45	CC(=O)c1cc(-c2ccccc2)n(CCC(=O)NC2CCCC2)c1C	-5	-1%	0.9	1%	1%
46	NNc1nc2cccnc2n(CCNc2ncc(C(F)(F)F)cc2Cl)c1=O	4	-11%	-1.3	5%	3%
47	O=c1c(-c2ccccc2)c(O)cc(-c2ccncc2)n1-c1ccc(Cl)cc1	-14	7%	0.2	18%	-1%
48	CCOC(=O)C1(CC2CCCCO2)CCN(C(=O)Nc2ccc(C)c(C)c2)CC1 (configuration not stated)	3	-15%	-0.1	-8%	4%

No.	FUS yeast rescue	PLK1 PBD block	WRN helicase inh	Abeta yeast res
41	6%	-8%	-3%	4%
42	-11%	-11%	-28%	-46%[inhibitor]
43	-3%	2%	2%	-19%
44	17%	2%	0%	7%
45	15%	-4%	7%	-18%
46	18%	?	-2%	15%
47	4%	-8%	-7%	-7%
48	9%	?	4%[57.1 µM]	11%

# Assay outcomes (PubChem BioAssay)
